HepG2 tox = HepG2 cytotoxicity, counter-screen for TGF-b inhibitors. HepG2 CAGA-GFP viability, ATP luminescence, 18 h. Potency, µM (series often up to 46.1 µM), for the others: top-dose activity change, negative = cytotoxicity, usual class: cytotoxic. 410,000 tested, 0.76% active. AID 588856; also: potency is read from the fitted curve at half-maximal effect; some results filed as inactive show a strong effect at the top dose
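CellTiter-Glo luminescence gave cytotoxicity after 18 hours at 37 degrees C. The cells were HepG2 CAGA-GFP in 1% FBS DMEM, stimulated with 500 pg/mL TGF-beta after compound addition. %Activity was normalised to no-cell wells (complete cell-killing) and DMSO (no toxicity), and curves were fitted and classified.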
KB-3-1 tox = KB-3-1 parental cell cytotoxicity; KB-3-1 viability, CellTiter-Glo ATP luminescence, 72 h; Potency, µM (series often up to 46.1 µM), for inactives: at the highest dose activity change, negative = cytotoxic, usual class: cytotoxic; 400,000 tested, 1.4% active; also: potency is read from the fitted curve at half-maximal effect; % is scaled to controls: 0 for no effect and ±100 for the full control effect; nearly all actives have a fitted effect of over 60% in size
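Using CellTiter-Glo luminescence, growth of non-resistant KB-3-1 adenocarcinoma cells is assessed 72 h after pin-tool compound addition at 37 °C. Normalized responses across the concentration series yield fitted curves.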
S2 tox = viability counter-screen for ATXN expression inhibitors | 400,000 tested, 0.49% active | S2 cells (HEK-293 line with an ATXN2-luciferase reporter) viability, CellTiter-Fluor protease fluorescence, 24 h | Potency, µM (top dose mostly 56.7 µM), most hits filed as cytotoxic; also: potency is read from the fitted curve at half-maximal effect; nearly all actives have a fitted effect of over 40% in size
ATXN2 expr inh = inhibitors of ATXN2 expression; AID 1745845; Potency, µM (titrated, usually from 57 µM), inactives show at the highest dose activity change, negative = inhibition, actives largely listed as inhibitors; HEK-293 ATXN2-luciferase reporter, luminescence, 24 h; 360,000 tested, 0.72% active; also: potency is read from the fitted curve at half-maximal effect; % is scaled to controls: 0 for no effect and ±100 for the full control effect; nearly all actives have a fitted effect of over 55% in size
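ATXN2-luciferase reporter cells (luciferase flanked by upstream and downstream ATXN2 gene portions) were treated 24 h at 37 °C with compounds at up to 57 uM. SteadyGlo luminescence gave expression; GF-AFC fluorescence gave viability.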
MCF10A rereplic = inducers of DNA re-replication in MCF 10A breast cells; Potency, µM (highest dose often 46.1 µM), without a hit: at the highest dose activity, positive = re-replication, actives largely listed as activators; MCF 10A DNA re-replication, Hoechst nuclear intensity, 48 h; AID 624296; 350,000 tested, 2.9% active; also: potency is read from the fitted curve at half-maximal effect; % of control where 0% means no effect; nearly all actives have a fitted effect of over 50% in size
SW480 rerep = induces DNA re-replication in SW480 colon adenocarcinoma cells; Potency, µM (series often up to 46.1 µM), for inactives: at the top dose re-replication activation, actives largely listed as activators; SW480 DNA re-replication, Hoechst DNA content imaging, 48 h; 340,000 tested, 1.8% active; AID 624297; also: potency is read from the fitted curve at half-maximal effect; % of control where 0% means no effect; nearly all actives have a fitted effect of over 55% in size
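Hoechst fluorescence of nuclei (405 nm excitation, 500-530 nm emission) measured by plate-scanning imager after 48 hr compound exposure at 37 C; re-replication scored as increased number of nuclei with elevated intensity.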
HT1080 IDH1KD tx = HT-1080 IDH1 knockdown cell toxicity (counter line) | AID 686971 | Potency, µM (top dose mostly 46.1 µM), inactives show at the highest dose activity, negative = toxicity, most hits filed as cytotoxic | HT-1080 IDH1 knockdown viability, ATP luminescence, 48 h | 360,000 tested, 2% active;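 also: potency is read from the fitted curve at half-maximal effect; 0% = DMSO wells and -100% = cell-free medium wells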
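In this qHTS, HT-1080 cells depleted of IDH1 are exposed for 48 h at 37 °C to compound titrations. Toxicity is scored from CellTiter-Glo luminescence, with DMSO as full viability and medium alone as none.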
IL-1B inflam inh = inflammasome signaling inhibition, IL-1 beta readout | THP-1 LPS/ATP IL-1B secretion, AlphaLISA, 16 h; hits give low values | 360,000 tested, 4.7% active | AID 743279 | activity change, % at 57.5 µM; in the data active = activity change below about -50%; inconclusive = mostly about -30% to -49%; also: % is scaled to controls: 0 for no effect and ±100 for the full control effect
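THP-1 cells pretreated 1 hr with compounds (up to 57.5 uM final), then stimulated with LPS (250 ng/mL final) plus ATP (1.25 mM final); secreted IL-1B measured by AlphaLISA after 16 hr, decreased signal indicating inhibition.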
HT1080NT lethal = kills 2HG-producing HT-1080-NT fibrosarcoma cells | Potency, µM (top dose mostly 46.1 µM), inactives show top-dose activity, negative = less viability, hits mostly cytotoxic | HT-1080-NT fibrosarcoma viability, CellTiter-Glo ATP luminescence, 48 h | 360,000 tested, 1.6% active;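 also: NT is the 2HG producing partner of a matched IDH1 knockdown line; potency is read from the fitted curve at half-maximal effect; 0% = DMSO-treated cells and -100% = media-only wells without cells; nearly all actives have a fitted effect of over 55% in size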
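HT-1080-NT fibrosarcoma cells (2HG-overproducing), 750 cells/well in RPMI with 5% FBS, dosed after 2 h and incubated 48 h at 37C. CellTiter-Glo luminescence normalized to DMSO and no-cell wells; concentration-response curves fitted and classed.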
* marks the source's active call; other numbers are inactive results; i = inactive; ? = inconclusive; . = not tested or not shown; [ ] = remark or other dose. Unless noted, calls follow the shape of the dose curve; as a rule, active = well fitted curve in the direction sought with a large enough effect; inconclusive = small, poorly fitted or top-dose-only effect, or another doubt; inactive = no such curve, though single readings can be large; an effect the other way counts as inactive or inconclusive.

SMILES	HepG2 tox	KB-3-1 tox	S2 tox	ATXN2 expr inh	MCF10A rereplic	SW480 rerep	HT1080 IDH1KD tx	IL-1B inflam inh	HT1080NT lethal
O=C(Nc1ccccc1N1CCN(C(=O)c2ccccc2)CC1)c1ccco1	0%	6%	i	-10%	0%	0%	1%	23	-2%
O=C(N/N=C/c1cn(-c2ccccc2)nc1-c1ccc(F)cc1)c1ccc(Br)o1	4%	8%	i	7%	-15%	-11%	-12%	-56*	-4%
COc1ccc(Nc2nc(N)nc(CSC(=S)N3CCN(C)CC3)n2)cc1	-24%	0%	i	.	4%	-18%	3%	-11	5%
CCCCOc1cccc(C(=O)NC(=S)Nc2ccc(Cl)c(C(=O)O)c2)c1	-17%	6%	i	19%	-9%	-75%[inhibitor]	-10%	11	-6%
Cc1nn(C)cc1/C=C/C(=O)c1ccccc1	-35%	-1%	i	125%[activator]	-8%	?	?	?	?
CCOc1ncccc1C(=O)OCC(=O)Nc1cc(S(=O)(=O)N2CCCCC2)ccc1Cl	14%	3%	?	1%	2%	-3%	2%	-5	6%
O=C(NCc1ccco1)c1nnc(Cc2ccc(Cl)cc2)o1	-6%	22%	i	11%	-4%	-21%	8%	-9	17%
CCOc1ccc(-c2nc(CSCC(=O)NCCCN3CCCC3=O)c(C)o2)cc1	-57%	-6%	i	-26%	-1%	?	1%	6	0%
COCc1cc(C)nc(SCC(=O)NC2CCCCC2C)c1C#N (stereo unspecified)	0%	.	i	-3%	21%	-2%	-1%	7	2%
Cc1ccc(S(=O)(=O)N2CCN(C(=O)c3cc(=O)[nH]c4ccccc34)CC2)c(C)c1	-3%	-12%	i	0%	?	14%	-4%	-7	-3%
C#Cc1cccc(NC(=O)c2ccc3c(c2)C(=O)N(Cc2cccnc2)C3=O)c1	0%	17%	i	1%	-2%	-31%[inhibitor]	9%	i	-2%
COc1cc(OC)cc(-c2c(-c3cccs3)c3cc(-c4ccn[nH]4)ccc3n2C)c1	-6%	?	?	?	25%	-6%	?	61	?
Cc1nnc(NN2CCOCC2)[nH]c1=O	-14%	8%	i	-1%	?	-14%	6%	5	0%
O=C1CC(C(=O)Nc2ccccc2)N=C(N2CCOCC2)N1 (stereo unspecified)	-2%	2%	i	8%	0%	-1%	0%	10	-9%
O=C(N1CCOCC1)N1CCN(S(=O)(=O)N2CCCCC2)CC1	3%	-1%	i	8%	1%	0%	10%	-10	16%
CC(=O)N1C[C@H]2CON(C)[C@H]2C[C@H]1c1cccc(N2CCOCC2)c1	-16%	-20%	i	-1%	.	.	-25%	6	-8%
CC1CCCCN1C(=O)N[C@@H](Cc1ccccc1)C(=O)O (stereo partly specified)	2%	-9%	i	5%	-12%	-4%	-17%	0	7%
Cc1ccc2c(c1)N(C(=O)NC1CCCCC1)C(C)(C)CC2C (stereo unspecified)	12%	8%	i	10%	9.2µM*	?	4%	14	1%
CC(=O)N1N=C(c2ccc(NS(C)(=O)=O)cc2)CC1c1ccc2nccnc2c1 (stereo unspecified)	-13%	-5%	i	-5%	1%	-62%[inhibitor][1.84 µM]	7%	16	13%
Cc1cc(C(=O)NCCc2ccc(Cl)cc2)c2c(C)nn(-c3ccccc3)c2n1	-13%	0%	i	3%	.	.	.	.	.
COc1ccc(C(C(=O)NC2CCCC2)N(Cc2ccccc2)C(=O)c2nsc(Cl)c2Cl)cc1 (stereo unspecified)	-2%	-9%	i	-25%	0%	9%	?	-19	?
O=C(COC(=O)c1cc([N+](=O)[O-])ccc1N1CCOCC1)c1ccc(OC(F)F)cc1OC(F)F	-4%	6%	i	-1%	0%	-2%	-4%	?	-3%
CCN(CC)S(=O)(=O)c1cccc(NN=c2c(=O)c3ccccc3c2=O)c1	-11%	-4%	i	-9%	7%	-7%	-4%	17	-4%
COc1ccc(CN2CCCC(C(=O)Nc3cccc(-n4cnnn4)c3)C2)c(C)c1C (stereo unspecified)	-15%	2%	i	-30%	4%	24%	-15%	-5	-24%
O=C(CCN1CCOCC1)Nc1ccccc1	2%	1%	i	5%	0%	-4%	0%	8	-1%

Filtered by structure: the entries above with a COOH group
SMILES	HepG2 tox	KB-3-1 tox	S2 tox	ATXN2 expr inh	MCF10A rereplic	SW480 rerep	HT1080 IDH1KD tx	IL-1B inflam inh	HT1080NT lethal
CCCCOc1cccc(C(=O)NC(=S)Nc2ccc(Cl)c(C(=O)O)c2)c1	-17%	6%	i	19%	-9%	-75%[inhibitor]	-10%	11	-6%
CC1CCCCN1C(=O)N[C@@H](Cc1ccccc1)C(=O)O (stereo partly specified)	2%	-9%	i	5%	-12%	-4%	-17%	0	7%

The list goes on:
SMILES	HepG2 tox	KB-3-1 tox	S2 tox	ATXN2 expr inh	MCF10A rereplic	SW480 rerep	HT1080 IDH1KD tx	IL-1B inflam inh	HT1080NT lethal
O=C(C1=C[C@H](c2ccc3c(c2)OCO3)C[C@H](OCc2ccc(CO)cc2)O1)N1CCN(Cc2ccc3c(c2)OCO3)CC1	-8%	?	i	0%	7%	-15%	-7%	?	-6%
O=C(COc1cc2oc(=O)c3c(c2cc1Cl)CCC3)Nc1cccnc1	2%	0%	i	-5%	18%	1%	-7%	4	0%
O=C(CSc1ncccn1)Nc1cccc2ccccc12	11%	0%	i	35%	-1%	-25%	0%	42	3%
COc1ccc(N(CC(=O)N/N=C/c2cc(Br)c(C)o2)S(=O)(=O)c2ccc(NC(C)=O)cc2)cc1	0%	-2%	i	-9%	19%	4%	-12%	-24	-4%
O=C(Nc1cc(-c2ccccc2)nn1-c1ccccc1)c1ccccc1F	-6%	6%	i	-5%	-10%	2%	0%	-29	-8%
O=C(COc1ccc([N+](=O)[O-])cc1)Nc1ccc(N2CCN(C(=O)c3ccco3)CC2)cc1	-6%	4%	i	-6%	-1%	-4%	10%	-10	-5%
O=C(O)CSCC(=O)N1CCN(S(=O)(=O)c2cc(Cl)cc(Cl)c2)CC1	9%	0%	i	-5%	6%	-3%	0%	5	2%
CCN(CC)C(=O)COc1cc(C)cc2oc(=O)cc(-c3ccccc3)c12	-15%	-1%	i	-21%	?	-1%	-9%	-6	-9%
Cc1nn(Cc2ccc(Cl)cc2Cl)c(C)c1NC(=O)c1ccc(COc2cc(Cl)ccc2Cl)o1	-17%	?	i	-22%	19%	?	-18%	?	-13%
CC(C)OCCCNC(=O)CCc1nc(-c2ccccc2)no1	-21%	-4%	i	-1%	13%	-6%	3%	3	3%
CC(=O)N1c2ccc(S(=O)(=O)N3CCC(C(=O)NCc4ccc(C)cc4)CC3)cc2CC1C (stereo unspecified)	-28%	-6%	i	-7%	12%	6%	0%	20	-1%
Cc1nn(C)cc1CN(C)C(=O)C1CCC(=O)N(CCc2cccc(F)c2)C1 (stereo unspecified)	1%	-4%	i	.	.	.	-3%	14	-3%
O=c1[nH]c(Cc2ccccn2)nc2scc(-c3ccc(Cl)cc3)c12	-17%	?	i	-22%	?	-7%	0%	-15	-2%
Cc1ccc(C)c(CN2C(=O)C(C)Oc3ccc(C)cc32)c1 (stereo unspecified)	-38%	0%	i	-15%	1%	25%	-18%	20	-16%
Cc1ccc2c(c1)nnn2C1CCN(S(=O)(=O)c2ccc(C(=O)N3CC(C)CC(C)C3)cc2)CC1 (stereo unspecified)	-10%	16µM*	i	?	15%	-2%	-13%	20	-13%
CN(CCOc1ccccc1)C(=O)c1ccc(N2CCCC2)c([N+](=O)[O-])c1	-17%	-4%	i	-10%	-14%	4%	-1%	0	-7%
CCCNc1nc2c(c(=O)[nH]c(=O)n2C)n1CCC(C)C	-1%	-2%	?	4%	-32%[inhibitor]	-14%	9%	-16	8%
CN(Cc1ccc2nsnc2c1)C(=O)C1CCC(=O)N(CCc2ccccc2)C1 (stereo unspecified)	-19%	-6%	i	.	.	.	-1%	-30	-5%
CCC(C)NS(=O)(=O)c1ccc(OCC(=O)NCc2ccc(OC)cc2)cc1 (stereo unspecified)	2%	10%	?	8%[11.3 µM]	-2%	-10%	10%	-4	28%
COc1ccc(CC(=O)Nc2nc(-c3cc(OC)ccc3OC)cs2)cc1	-3%	-1%	i	-13%	?	1%	-10%	-88*	-19%
CC(=O)c1cccc(N(C(=O)c2cnccn2)C(C(=O)NCc2ccccc2)c2ccco2)c1 (stereo unspecified)	-1%	6%	i	3%	0%	-4%	0%	-13	-6%
Cc1cc(C(=O)NC2CCCc3c2cnn3-c2cc(F)cc(F)c2)nn1C (stereo unspecified)	3%	0%	i	7%	18%	-3%	-1%	10	-16%
Cc1c(/C=N/NC(=O)c2cc(=O)[nH]c(=O)[nH]2)c2ccccn2c1C(=O)c1ccccc1	-28%	-15%	i	-3%	-4%	4%	13%	-11	3%
COc1ccc(C(=O)N/C(=C/c2ccco2)C(=O)NC2CCS(=O)(=O)C2)cc1 (stereo unspecified)	-7%	6%	i	-15%	-9%	-9%	8%	0	4%
O=C(Cn1ccc2cc(S(=O)(=O)N3CCCCC3)ccc21)NCCc1ccccc1Cl	-11%	-22%	?	-13%	.	.	.	.	.
COC(=O)C1CCN(C(=O)CN(C)Cc2ccc(C(C)(C)C)cc2)CC1	-29%	0%	i	-8%	7%	-27%	-17%	3	-11%
CC(C)Sc1n[nH]c(=O)n1-c1cccc(C(F)(F)F)c1	0%	6%	i	.	1%	-18%	0%	1	1%
COc1ccc(N(C(C)C(=O)NN=C2CCCCCCC2)S(C)(=O)=O)cc1 (stereo unspecified)	-3%	15%	i	6%	-2%	4%	24%	-5	18%
OCC1(CO)COC2(CCCC2)N1	16%	3%	i	-5%	-2%	2%	10%	2	11%

Marked active in IL-1B inflam inh, among the entries above:
compound | SW480 rerep | IL-1B inflam inh
O=C(N/N=C/c1cn(-c2ccccc2)nc1-c1ccc(F)cc1)c1ccc(Br)o1 | -11% | -56*
COc1ccc(CC(=O)Nc2nc(-c3cc(OC)ccc3OC)cs2)cc1 | 1% | -88*

Assay outcomes deposited in PubChem by National Center for Advancing Translational Sciences (NCATS).
